# Screens as filed in PubChem BioAssay.
# mABHD4 FP – ABHD4 inhibitors, primary screen, biochemical, fluorescence polarization, mouse. (Lyso)-N-acylphosphatidylethanolamine lipase (Mus musculus), Q8VD66. purified mABHD4, FP-Rh probe fluorescence polarization. inhibition, % at 8.92 µM. 370,000 compounds, 0.54% hits. AID 720543, 2013;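 active means inhibition exceeding the mean over every tested compound plus 3 SD, cut at about 30% in these data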;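 further: 0% = plate median of compound wells and 100% = S159A mutant with DMSO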
# Target sequence (Q8VD66 whole entry, looked up): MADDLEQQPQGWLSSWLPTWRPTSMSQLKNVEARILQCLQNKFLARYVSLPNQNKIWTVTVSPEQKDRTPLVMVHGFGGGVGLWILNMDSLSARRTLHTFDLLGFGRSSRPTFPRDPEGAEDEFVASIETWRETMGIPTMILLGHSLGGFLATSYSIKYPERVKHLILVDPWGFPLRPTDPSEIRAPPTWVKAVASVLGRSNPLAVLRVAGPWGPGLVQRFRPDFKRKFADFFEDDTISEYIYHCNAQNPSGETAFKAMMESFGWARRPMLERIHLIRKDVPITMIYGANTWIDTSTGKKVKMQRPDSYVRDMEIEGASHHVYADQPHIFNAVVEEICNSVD
#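 Test system: mouse ABHD4 enzyme, wild type. Reagent: FP-Rh fluorescent activity-based probe, added after compound pre-incubation. Timing: pre-incubation 45 min, probe exposure 60 min, at 25 °C. Technique: FP readout, ex 525 nm / em 598 nm. Benchmarks: high control S159A mutant with DMSO, low control median of compound wells.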
# HTRA1 inhibitor – HTRA1 serine protease inhibitors, primary screen, biochemical, fluorescence polarization, HTS | 340,000 compounds, 0.5% hits | recombinant HTRA1, FP-rhodamine activity-based probe | inhibition, % at 5.96 µM | AID 504803, 2011 | Q92743; in the data active means inhibition above about 36%;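 further: 0% = enzyme with DMSO and 100% = wells lacking enzyme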
# UHRF1 MBD2 ctr – UHRF1 methylated DNA binding inhibitors, primary screen, counter-screen for MBD2 inhibitor project, biochemical, TR-FRET, human UHRF1, single concentration; 370,000 compounds, 0.75% hits; UHRF1 binding to methylated oligo; AID 687016, 2013; inhibition, % at 4.4 µM; in the data active means inhibition above about 21%;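 further: UHRF1 SRA domain binding a hemimethylated CpG hairpin DNA probe; 0% = median of test compound wells and 100% = reference inhibitor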
# TCR CD3 inh – inhibitors of human TCR-CD3 interaction, primary screen, biochemical, fluorescence, TAMRA-labeled TCR probe; T-cell receptor (TCR); inhibition, % at 9.4 µM; 360,000 compounds, 0.37% hits; in the data active means inhibition above about 19%;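 further: recombinant mutant TCR 2C K166C tagged with TAMRA read by polarization; 0% = receptor in buffer alone and 100% = receptor with positive control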
# PRMT1 FP inh – PRMT1 methyltransferase inhibitors, primary screen, biochemical, fluorescence polarization; 370,000 compounds, 1.3% hits; recombinant PRMT1, activity-based probe fluorescence polarization; Protein arginine N-methyltransferase 1 (Homo sapiens), Q99873; inhibition, % at 2.79 µM;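 active means inhibition above about 21% made by adding two undisclosed values, limit read from the data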
# Target sequence (Q99873 whole entry, looked up): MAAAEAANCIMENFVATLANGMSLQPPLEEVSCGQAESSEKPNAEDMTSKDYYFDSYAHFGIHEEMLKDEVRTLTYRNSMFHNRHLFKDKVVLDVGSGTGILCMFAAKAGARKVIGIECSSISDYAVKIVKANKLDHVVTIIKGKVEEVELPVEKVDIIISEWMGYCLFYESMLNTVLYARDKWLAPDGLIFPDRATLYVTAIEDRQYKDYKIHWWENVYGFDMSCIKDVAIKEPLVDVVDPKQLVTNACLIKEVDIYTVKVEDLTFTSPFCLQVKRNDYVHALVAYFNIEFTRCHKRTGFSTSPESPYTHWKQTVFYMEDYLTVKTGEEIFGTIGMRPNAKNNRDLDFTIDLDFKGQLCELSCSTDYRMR
# Tn7 DDE FP – inhibitors of Tn7 peptide binding to fibrin DD(E), primary screen, biochemical, fluorescence polarization, human fibrin, Tn7 probe; Fibrinogen beta chain (Homo sapiens), P02675; FP displacement of FITC-Tn7 peptide from fibrin DD(E); 0% = median of compound wells per plate; inhibition, % at 8.3 µM; 370,000 compounds, 0.13% hits; AID 720508, 2013;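 active means inhibition above the mean of compounds falling within the control limits plus 3 SD of them, cut at about 14% in these data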;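 further: 0% = plate median of compound wells and 100% = 10 µM Aha-Tn7 peptide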
#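 Assay system: human fibrin DD(E) protein / Input: 2 µM fibrin DD(E) / Benchmarks: high control of 10 µM Aha-Tn7 peptide / Measured by: fluorescence polarization of the labelled Tn7 tracer / Medium: Tris buffer with calcium and detergent, pH 7.8 / Timing: 10 min compound pre-incubation, 3 h probe incubation at room temperature / Repeats: one replicate per compound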
# LEDGF integ inh – blockers of LEDGF/p75-dependent integrase strand transfer – biochemical, TR-FRET, high throughput, primary screen. inhibition, % at 3.7 µM. 370,000 compounds, 0.64% hits. TR-FRET IN-LEDGF/p75 DNA integration, Eu/Cy5;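 active means inhibition above the screen-wide mean plus 3 SD, cut at about 13% in these data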;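 further: signal is the Cy5 over europium emission ratio at 671 and 618 nm; 0% = plate median of compound wells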
# TDP2 absorb – human TDP2 enzyme inhibitors, primary screen, biochemical, epi absorbance, recombinant enzyme; T5PNP hydrolysis, p-nitrophenol absorbance 415 nm; 370,000 compounds, 0.34% hits; inhibition, % at 12.8 µM;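 active means inhibition above the mean of all tested compounds plus 3 SD, set per campaign, cut at about 25% in these data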;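 further: 0% = DMSO with enzyme and 100% = buffer with substrate but no TDP2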
#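 System: recombinant human TDP2 / Amount: 120 nM TDP2 per well / Also added: 5 mM T5PNP chromogenic substrate / Doses: 12.8 µM single point, 1% DMSO / Incubation: 2 h at 37 °C / Detection: p-Nitrophenol epi absorbance / Evaluation: % inhibition relative to enzyme-containing and enzyme-free wells / Repeats: singlicate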
# PG9 Ab binder – binders of HIV-1 gp120 antibody PG9, primary screen, biochemical, TR-FRET | TR-FRET gp120-PG9 antibody binding | inhibition, % at 6.7 µM | 360,000 compounds, 0.43% hits; in the data active means inhibition above about 8.5%
# SIAE inh – human SIAE inhibitors, primary screen, biochemical, fluorescence polarization, FP-Rh probe, 1536-well HTS | Sialate O-acetylesterase (Homo sapiens), Q9HAT2 | SIAE FP-Rh probe binding | inhibition, % at 9.66 µM | 370,000 compounds, 0.69% hits | AID 1053197, 2014;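 active means inhibition above a cutoff: mean of compounds within the control limits plus 3 SD of those, cut at about 17% in these data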;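 further: 0% = plate median of compound wells and 100% = probe without SIAE protein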
# * marks the source's active call; other numbers are inactive results; / = not tested or not shown.
# Values run as follows: mABHD4 FP	HTRA1 inhibitor	UHRF1 MBD2 ctr	TCR CD3 inh	PRMT1 FP inh	Tn7 DDE FP	LEDGF integ inh	TDP2 absorb	PG9 Ab binder	SIAE inh
Cc1cccc2sc(NNC(=O)c3ccc(S(=O)(=O)N4CCCC(C)C4)cc3)nc12 (centres undefined)
  21	45*	-3	-3	4	-1	-1	0	-2.9	16
COC(=O)Cc1n[nH]c(=S)[nH]c1=O
  10	3	-4	-2	8	9	2	7	-2.0	-1
O=C(CCn1nnc2ccccc21)Nc1nnc(-c2ccccc2F)s1
  3	-5	1	-4	0	-1	1	-6	13*	-7
COc1cccc(CNC(=O)c2nnn(CC(=O)Nc3ccc(C)c(C)c3)c2N)c1
  4	-9	0	-1	-3	-1	1	-2	0.8	-5
Cn1c(SCC(=O)NCC2CCCO2)nnc1-c1ccc(Cl)cc1 (centres undefined)
  4	3	17	2	3	7	-2	12	0.2	5
COc1nc(NC23CC4CC(CC(C4)C2)C3)nc(OC)n1
  3	-6	1	0	0	11	-5	-4	-1.4	1
O=C(Cc1ccccc1F)OCN1C(=O)c2ccccc2C1=O
  5	3	2	2	2	-4	-5	-13	-1.1	0
Cc1ccc(NC(=O)C2CCN(c3ncnc4c3nc3n4CCCCC3)CC2)nc1
  1	-7	1	-5	-3	-10	-2	-17	1.9	-1
N#C/C(=C\c1cccs1)C(=O)NCc1ccccc1
  3	-6	0	-4	1	4	-2	1	-0.5	-11
Cc1ccc2[nH]c(=O)c(Cc3ccccc3)c(O)c2c1
  1	4	3	-5	-1	-7	2	3	1.9	1
Cc1cccc(NC(=O)c2ccc(Cl)c(S(=O)(=O)N3CCCCC3)c2)n1
  -5	-22	-1	1	0	-1	-1	8	-0.2	-9
COCCN1C[C@@H](CO)O[C@@H](n2cnc3c(NC4CCC4)ncnc32)C1
  -2	/	-1	6	-3	4	-2	4	-0.1	2
CC(=O)NC(c1ccc(F)c(F)c1)c1nc(-c2cccs2)cs1 (centres undefined)
  1	/	-2	5	0	-1	2	-10	2.9	0
Cc1ccc(C(=O)/C=C\C(=O)c2ccc(C)cc2)cc1
  1	-1	2	0	40*	1	2	-2	2.0	0
O=C(COC(=O)c1cccnc1Nc1ccccc1F)NCCN1C(=O)CSC1=O
  -9	-4	0	-4	-4	2	1	1	1.6	-4

# Next section, starting with the last 4 of the part before.
# Values run as follows: mABHD4 FP	HTRA1 inhibitor	UHRF1 MBD2 ctr	TCR CD3 inh	PRMT1 FP inh	Tn7 DDE FP	LEDGF integ inh	TDP2 absorb	PG9 Ab binder	SIAE inh
COCCN1C[C@@H](CO)O[C@@H](n2cnc3c(NC4CCC4)ncnc32)C1
  -2	/	-1	6	-3	4	-2	4	-0.1	2
CC(=O)NC(c1ccc(F)c(F)c1)c1nc(-c2cccs2)cs1 (centres undefined)
  1	/	-2	5	0	-1	2	-10	2.9	0
Cc1ccc(C(=O)/C=C\C(=O)c2ccc(C)cc2)cc1
  1	-1	2	0	40*	1	2	-2	2.0	0
O=C(COC(=O)c1cccnc1Nc1ccccc1F)NCCN1C(=O)CSC1=O
  -9	-4	0	-4	-4	2	1	1	1.6	-4
CC(C)(C)c1nc(NCCO)c2nnn(Cc3ccccc3)c2n1
  -20	-1	4	-7	2	0	2	-19	-1.1	-5
O=C(O)CNC(=S)N(Cc1ccccc1F)C1CCCCC1
  2	10	1	5	-10	1	2	-5	0.1	-13
CCC1CCCCN1C(=O)CSc1nc(N)cc(=O)[nH]1 (centres undefined)
  2	-4	2	-1	6	1	-3	15	-1.9	-3
COc1ccccc1Oc1ccc2c(c1)C(=O)N(c1ccc(C)cc1)C2=O
  -1	1	0	0	-3	-4	0	2	0.7	2
CN(CC(=O)Nc1ccccc1Cl)C(=O)COC(=O)c1cnccn1
  -1	11	-2	5	-3	-1	4	5	-1.0	2
N=C1C(c2ccccc2)=C(O)CN1c1cccc2ccccc12
  4	4	1	1	4	-3	-7	-2	-0.7	3
CCN(CC)S(=O)(=O)c1ccc(N2CCOCC2)c(NC(=O)CCOc2ccccc2)c1
  -10	-9	5	-7	12	1	-1	-14	-1.2	-3
CC(=O)c1c(C(C)=O)c(C)n(Cc2ccc(Cl)cc2)c1C
  2	-2	1	4	-2	2	0	10	0.0	15
Cc1nn(-c2ccccc2)nc1CNC(=O)C1CCC1
  -8	12	-2	-5	-2	-7	-2	11	-0.2	4
COC(=O)c1cc(C(=O)NCC2CCCCC2)cc([N+](=O)[O-])c1
  1	2	-4	0	0	1	1	-7	0.0	-2
CN(C)Cc1ccccc1-c1cccc2nccn12
  3	/	-1	0	3	-5	1	-8	-0.3	4
CCOC(=O)Cc1csc(SCC(=O)/C(C#N)=C(\C)N)n1
  -1	-2	-4	7	-1	2	-3	-5	-0.6	6
COc1ccc(C2=CCN3CCCCC3C2)c(-c2ccc(OC)c(OC)c2)c1 (centres undefined)
  -2	5	8	7	0	-3	2	5	-3.6	1
O=c1cc(N2CCN(c3ccccc3)CC2)[nH]c(=O)n1C1CCCCC1
  0	4	0	5	-3	5	0	7	1.1	-4
COc1ccccc1Nc1nc(NCC(C)C)nc(N)c1[N+](=O)[O-]
  -5	-9	1	8	0	-1	2	-6	-2.9	-7

# Single records, from the list above.
# Profile of O=C(O)CNC(=S)N(Cc1ccccc1F)C1CCCCC1 : mABHD4 FP: 2; HTRA1 inhibitor: 10; UHRF1 MBD2 ctr: 1; TCR CD3 inh: 5; PRMT1 FP inh: -10; Tn7 DDE FP: 1; LEDGF integ inh: 2; TDP2 absorb: -5; PG9 Ab binder: 0.1; SIAE inh: -13
# Profile of CN(CC(=O)Nc1ccccc1Cl)C(=O)COC(=O)c1cnccn1 : mABHD4 FP: -1; HTRA1 inhibitor: 11; UHRF1 MBD2 ctr: -2; TCR CD3 inh: 5; PRMT1 FP inh: -3; Tn7 DDE FP: -1; LEDGF integ inh: 4; TDP2 absorb: 5; PG9 Ab binder: -1.0; SIAE inh: 2

# Next part
SMILES	mABHD4 FP	HTRA1 inhibitor	UHRF1 MBD2 ctr	TCR CD3 inh	PRMT1 FP inh	Tn7 DDE FP	LEDGF integ inh	TDP2 absorb	PG9 Ab binder	SIAE inh
Cc1nnc(SCc2ccccc2)nc1/C=C/NOCc1ccc(Cl)cc1Cl	-2	-21	-6	3	4	-4	-1	9	-3.6	-1
CC(C)(C)c1ccc(C(=O)N/N=C/c2ccc(OCCCF)cc2)cc1	-2	-8	1	3	-3	0	-3	11	-0.9	-1
C=CCSc1nnc(NC(=O)CN2C(=O)NC3(CCCC3)C2=O)s1	11	-10	-1	7	1	-3	5	1	-1.1	-1
CCOC(=O)CN1NC2(CCCCCC2)NC1=S	1	11	20	6	6	7	-1	1	-3.8	2
Cc1onc(-c2c(Cl)cccc2Cl)c1-c1nnc(-c2ccc(Cl)cc2)o1	-12	-3	1	-3	2	9	-2	-5	-0.3	-1
Cc1cc(CN(C)C(=O)c2cc(COc3ccc(F)cc3Cl)on2)n[nH]1	-8	-5	-1	-1	2	-3	0	-7	-0.8	-1
COC(=O)CCCCC1SCC(NC(=O)OC)C1NC(=O)OC (centres undefined)	-10	3	6	3	5	0	-1	3	3.5	-7
CCC(Sc1nc(C)cc(C)n1)C(=O)Nc1cc(C)on1 (centres undefined)	-9	-2	2	-1	-4	-9	10	-8	-2.8	-8
CC(C)(C)OC(=O)N1CCC(CNC(=O)Nc2ccccc2)CC1	-2	9	8	-1	-1	6	0	1	-0.3	-5
CN(c1ccccc1)S(=O)(=O)c1ccc(C(=O)OCC(=O)NCc2ccco2)cc1	5	-2	2	0	8	-3	1	3	0.5	-1
COc1cc(NC(=S)N2CCN(S(=O)(=O)c3ccc(C)cc3)CC2)cc(OC)c1	-7	-6	2	1	0	-5	2	-3	0.1	-1
Cc1cc(-c2n[nH]c(=S)n2/N=C/c2cc([N+](=O)[O-])ccc2Cl)n[nH]1	5	-4	-5	5	-2	5	-3	0	0.4	5
CCSc1ccc2cc(OC)ccc2[n+]1CC	-2	8	-1	6	0	-5	2	5	0.9	7
CCCn1nnnc1NCc1cccn1C	-4	-1	-2	10	4	2	4	-18	-2.2	-2
CCC(NC(=O)C1C2C=CC(C2)C1C(=O)O)c1ccc(C)cc1 (centres undefined)	3	2	-3	3	-1	-3	1	7	-1.0	1
CCS(=O)(=O)n1c(Cc2cccs2)nc2ccccc21	2	-4	0	-1	-2	6	6	7	0.2	-7
CCOC(=O)C1(CCOc2ccccc2)CCN(Cc2ccc(C#CCCO)cc2)CC1	-3	-8	2	0	-6	-4	0	-22	-3.0	0
Cc1ccc(Cl)cc1-c1cc(C(=O)N2CCN(c3ccncc3)CC2)[nH]n1	1	/	1	-5	-6	-5	2	-12	-3.6	0
CC(C)C(NC(=O)c1c(F)cccc1F)C(=O)NCc1ccncc1 (centres undefined)	5	6	-1	-4	4	1	-3	9	2.0	-2
CCCOc1ccc(C2C(=O)N(C3CCCCC3)CC(=O)N2C2CC2)cc1OC (centres undefined)	-1	-4	2	-1	1	-1	2	8	0.8	6
COc1ccc(CCNC(=O)[C@H](CCSC)NC(=O)N2CCn3c2nc2ccccc23)cc1OC	2	6	-1	5	-5	2	3	-5	-1.7	3
Oc1ccccc1CNc1ncc(Br)cc1Br	-36	-38	-1	0	2	5	0	-5	-0.4	-9

# Random draw from the library, and some 4.2% of all compounds hit somewhere here.
